SARS 3CLpro inh: SARS-CoV 3CLpro protease inhibitors, primary screen, biochemical, quenched FRET; Replicase polyprotein 1ab (Severe acute respiratory syndrome coronavirus), P0C6X7; recombinant SARS-CoV 3CLpro, quenched FRET peptide cleavage; inhibition, % at 6 µM; actives 0.14% (n = 290,000); AID 1706, 2009; in the data active means inhibition above about 12%
TcdB GH inh: TcdB glycohydrolase inhibitors, primary screen, biochemical, single point, plate reader | inhibition, % at 9.99 µM | actives 0.24% (n = 350,000) | TcdB glycohydrolase enzymatic assay | Toxin B (Clostridioides difficile), P18177; in the data active means inhibition above about 10%
Target sequence (P18177 whole entry, looked up): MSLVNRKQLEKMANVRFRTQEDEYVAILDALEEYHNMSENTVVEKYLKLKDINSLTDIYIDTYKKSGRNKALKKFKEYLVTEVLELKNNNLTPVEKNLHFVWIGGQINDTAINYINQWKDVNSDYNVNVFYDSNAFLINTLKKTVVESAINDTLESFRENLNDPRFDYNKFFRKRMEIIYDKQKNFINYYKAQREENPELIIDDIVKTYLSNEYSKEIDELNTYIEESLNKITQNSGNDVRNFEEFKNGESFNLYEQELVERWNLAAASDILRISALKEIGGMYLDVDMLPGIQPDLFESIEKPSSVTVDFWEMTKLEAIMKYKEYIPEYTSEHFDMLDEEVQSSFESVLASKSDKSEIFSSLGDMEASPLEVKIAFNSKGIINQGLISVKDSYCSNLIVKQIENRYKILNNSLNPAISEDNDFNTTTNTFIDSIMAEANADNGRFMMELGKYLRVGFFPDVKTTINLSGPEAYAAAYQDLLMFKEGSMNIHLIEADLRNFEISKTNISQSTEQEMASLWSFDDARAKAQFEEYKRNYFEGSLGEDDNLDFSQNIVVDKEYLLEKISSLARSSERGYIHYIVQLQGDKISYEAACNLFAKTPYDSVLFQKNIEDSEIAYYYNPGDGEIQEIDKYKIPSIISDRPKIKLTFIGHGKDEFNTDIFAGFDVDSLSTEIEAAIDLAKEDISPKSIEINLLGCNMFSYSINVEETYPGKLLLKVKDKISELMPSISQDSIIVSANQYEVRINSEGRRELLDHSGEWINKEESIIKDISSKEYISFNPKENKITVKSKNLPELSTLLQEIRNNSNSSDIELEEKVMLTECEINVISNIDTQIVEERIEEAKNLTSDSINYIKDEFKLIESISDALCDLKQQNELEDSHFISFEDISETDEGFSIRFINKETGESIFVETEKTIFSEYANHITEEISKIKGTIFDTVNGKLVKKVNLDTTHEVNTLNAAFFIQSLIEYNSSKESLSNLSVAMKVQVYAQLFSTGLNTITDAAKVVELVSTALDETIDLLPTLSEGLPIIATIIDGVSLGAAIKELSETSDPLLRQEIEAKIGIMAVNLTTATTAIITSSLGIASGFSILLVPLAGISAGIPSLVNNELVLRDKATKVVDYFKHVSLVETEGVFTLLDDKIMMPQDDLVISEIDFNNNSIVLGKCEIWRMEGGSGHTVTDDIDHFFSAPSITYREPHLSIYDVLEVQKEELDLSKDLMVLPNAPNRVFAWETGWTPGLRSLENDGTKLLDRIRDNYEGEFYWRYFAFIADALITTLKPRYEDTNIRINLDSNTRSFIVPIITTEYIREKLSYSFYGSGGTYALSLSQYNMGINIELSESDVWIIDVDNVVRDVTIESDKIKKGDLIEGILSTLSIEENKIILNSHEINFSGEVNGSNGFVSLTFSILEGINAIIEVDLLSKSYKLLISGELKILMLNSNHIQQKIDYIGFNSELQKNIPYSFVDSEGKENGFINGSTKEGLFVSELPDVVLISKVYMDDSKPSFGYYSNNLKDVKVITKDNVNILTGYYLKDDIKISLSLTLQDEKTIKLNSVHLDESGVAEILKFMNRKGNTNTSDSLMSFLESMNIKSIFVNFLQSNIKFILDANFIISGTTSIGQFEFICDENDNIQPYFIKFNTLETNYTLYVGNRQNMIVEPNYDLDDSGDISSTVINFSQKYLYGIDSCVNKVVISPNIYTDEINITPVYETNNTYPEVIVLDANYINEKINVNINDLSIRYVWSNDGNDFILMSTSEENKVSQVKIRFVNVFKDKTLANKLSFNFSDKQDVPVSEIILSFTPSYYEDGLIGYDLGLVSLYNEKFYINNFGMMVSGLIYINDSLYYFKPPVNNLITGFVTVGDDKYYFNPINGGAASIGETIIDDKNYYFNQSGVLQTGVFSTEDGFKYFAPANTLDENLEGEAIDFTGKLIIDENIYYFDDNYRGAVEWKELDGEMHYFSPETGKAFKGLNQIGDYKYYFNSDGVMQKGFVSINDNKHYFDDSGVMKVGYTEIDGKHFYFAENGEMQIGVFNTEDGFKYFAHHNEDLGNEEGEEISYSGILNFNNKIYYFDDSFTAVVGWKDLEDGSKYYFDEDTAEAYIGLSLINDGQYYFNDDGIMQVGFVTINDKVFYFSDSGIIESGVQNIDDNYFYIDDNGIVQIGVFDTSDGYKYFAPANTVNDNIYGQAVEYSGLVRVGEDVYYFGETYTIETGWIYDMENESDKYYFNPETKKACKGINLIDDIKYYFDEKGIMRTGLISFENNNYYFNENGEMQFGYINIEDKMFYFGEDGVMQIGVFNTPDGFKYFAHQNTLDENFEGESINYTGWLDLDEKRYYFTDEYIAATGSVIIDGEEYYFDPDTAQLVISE
BoNT-A LC inh2: BoNT/A light chain protease inhibitors, primary screen, biochemical, flow cytometry, MLPCN library; Botulinum neurotoxin type A light chain protease (Clostridium botulinum A str. ATCC 3502); multiplex microsphere protease substrate cleavage; inhibition, % at 10 µM; actives 0.17% (n = 360,000); further: plate controls were buffer without enzyme for full effect and enzyme alone for no effect
Vc quorum ag: inducers of Vibrio cholerae quorum light production without autoinducers, primary screen, BH1578 luxS cqsA deficient, single point. V. cholerae BH1578 lux reporter, luminescence, 6 h. activation, % at 18.7 µM. actives 0.16% (n = 350,000). AID 588436, 2011; in the data active means activation mostly above about 9.7%, no sharp cut-off; inconclusive means no clear call, values can overlap the other calls; inactive means mostly below about 3.7%; further: not every result past the cut was called active; inactives centre near 0; reference of the scale not given here
SSB-PriA inh: inhibitors of Klebsiella pneumoniae PriA binding to SSB C-terminal tail, primary screen, biochemical, AlphaScreen. AlphaScreen SSBct-PriA binding, biotinylated peptide. inhibition, % at 33 µM. actives 0.6% (n = 430,000). AID 1272365, 2023; in the data active means inhibition mostly above about 37%, no sharp cut-off; inactive means mostly below about 20%;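 further: plate controls were negative control peptide for no effect and reference peptide for full effect; strong numbers were not always called active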
PrPC TRFRET: inhibitors of human cell surface prion protein PrPC, primary screen, cell-based, TR-FRET | inhibition, % at 13.8 µM | AID 720596, 2013 | TR-FRET read-out | actives 0.43% (n = 370,000); in the data active means inhibition above about 24%; further: 0% = median of the test wells and 100% = reference compound wells
Anthrax LF inh2: Bacillus anthracis LF protease inhibitors, primary screen, biochemical, multiplex microsphere, MLPCN library; actives 0.12% (n = 360,000); multiplex microsphere protease cleavage assay; AID 588501, 2011; Lethal factor (Bacillus anthracis), P15917; inhibition, % at 10 µM; further: plate controls were buffer without enzyme for full effect and enzyme alone for no effect
PfHsp40 rescue: rescue of yeast from PfHsp40 toxicity, primary screen, S. cerevisiae, ATP luminescence. S. cerevisiae expressing PfHsp40, growth rescue. growth rescue, % at 12.5 µM. actives 0.68% (n = 340,000); in the data active means growth rescue above about 28%, passing the limit was not always enough; inconclusive means no clear call, values can overlap the other calls;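 further: yeast W303a lacking pdr1 and pdr3 grown in galactose medium; growth measured after three days at 30 °C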
Yp Topo-I inh: Yersinia pestis topoisomerase I inhibitors, primary screen, biochemical, cleavage product accumulation, plate reader, single point; actives 0.064% (n = 360,000); Y. pestis Topo-I cleavage product accumulation; AID 504884, 2011; activity, % at 10 µM; DNA topoisomerase I (Yersinia pestis CO92); in the data active means activity above about 50%, passing the limit was not always enough; inconclusive means no clear call, values can overlap the other calls; further: inactives centre near 2
An asterisk follows results filed as active; i = inactive; ? = inconclusive; . = no result given; & = joins results of further samples. Unless noted, no stated cut-off is given here; in the data, active means inhibition above about 30%; inconclusive means no clear call, values can overlap the other calls; inactive means below that. The list is partial; the hit share may differ from the screen's.

SMILES | SARS 3CLpro inh | TcdB GH inh | BoNT-A LC inh2 | Vc quorum ag | SSB-PriA inh | PrPC TRFRET | Anthrax LF inh2 | PfHsp40 rescue | Yp Topo-I inh
O=C(Cn1c(SCC(=O)N2CCCc3ccccc32)nc2ccccc21)N1CCCC1 | -6 | 1.0 | 0.2 | -0.3 | -3 | . | 0 | 0.2 | 9
Cc1nn(-c2ccccc2)c(C)c1C(=O)OCC(=O)Nc1ccccc1F | . | -2.6 | -0.1 | i | -8 | 3 | -2 | 0.4 | 11
CCCc1nc(-c2ccccc2)c(-c2ccc(OC)c(OC)c2)c(=O)[nH]1 | 2 | -0.6 | -0.9 | i | 8 | -9 | 0 | -0.9 | 0
CC(C)(C)n1cc(C(=O)c2ccccc2OCCCF)cn1 | 1 | -0.3 | -1.9 | i | -15 | 2 | -3 | -4.6 | 1
Cc1c(Cl)cccc1NC(=O)NCc1ccc(C)n1C | -1 | 0.1 | -2.6 | 0.8 | -9 | -6 | 13 | 1.6 | 4
Cc1ccc(/C=C2\SC(N3CCCCC3)=NC2=O)cc1 | -1 | 0.5 | 0.7 | 0.7 | -6 | -15 | -12 | 1.0 | 1
CS(=O)(=O)c1ccc(N2CCN(c3ccccn3)CC2)c([N+](=O)[O-])c1 | 0 | 1.6 | -3.7 | -0.2 | 8 | -41 | -3 | 0.8 | 10
O=C(C1=NN(c2ccccc2)C2C(=O)N(c3ccc(Cl)cc3)C(=O)C12)c1ccccc1 (stereo not drawn) | -2 | . | 9.3 | -0.4 | -35 | 0 | 9 | -0.3 | 2
NNC(=O)c1ccc(COc2ccc3c(c2)CCC3)o1 | 1 | . | -0.6 | -0.4 | 1 | 11 | -3 | 4.8 | 10
Cc1ccc2nc(-c3ccc(NC(=O)CSc4ccccc4)cc3)[nH]c2c1 | 5 | . | -0.8 | 5.9 | 1 | -1 | -4 | 0.3 | 10
Cc1noc(NS(=O)(=O)c2ccc(NC(=O)CCC3CCCC3)cc2)c1C | 4 | . | -0.2 | i | 2 | 1 | 5 | -0.3 | 4
CCOc1ccc(-n2nc3c(=O)n(CCN4CCCCC4)nc(C)c3c2C)cc1 | -1 | 0.6 | -0.1 | i | -1 | -10 | 0 | -0.6 | 4
O=C(Cc1ccccc1)Nc1ccc2[nH]ncc2c1 | 6 | 0.0 | -3.0 | -0.3 | -6 | -4 | -22 | -1.2 | -1
Cc1ccc(O)c(CN(C)Cc2cc(C)ccc2O)c1 | . | -4.7 | 0.1 | i | -5 | 1 | -5 | -0.9 | -11
COC(=O)C1=C(C)N(C)C(C)=C(C(=O)OC)C1c1ccc(C(=O)OC)cc1 | -4 | . | -0.4 | i | -29 | -5 | -2 | 0.1 | 4
Cc1ccccc1C(=O)NN1CCOCC1 | -1 | . | -0.3 | -0.4 | -11 | -6 | 1 | -0.6 | -3
O=C(CN1C(=O)COc2ccccc21)N(Cc1ccc2c(c1)OCO2)CC1CCCO1 (stereo not drawn) | -2 | . | -0.5 | 0.1 | 2 | 7 | -3 | 0.6 | 11
COc1ccc(-c2nc(C#N)c(NCc3cccnc3)o2)cc1OC | 0 | . | 0.2 | -0.3 | -5 | 3 | -12 | 2.5 | 3
COc1ccc(NC(=O)CSc2ccc(-c3sc(C)nc3C)nn2)cc1 | 8 | 0.2 | -0.2 | 0.9 | -6 | 2 | -2 | -0.9 | -3
O=C(c1ccccc1NS(=O)(=O)c1ccc(F)cc1)N1CCCCC1 | 1 | -0.6 | -1.0 | i | 10 | 7 | 0 | 0.8 | 8
COc1ccc(NC(C)=[N+](C)CCNS(=O)(=O)c2ccc(Cl)cc2)cc1Cl | 8 | -0.2 | 0.6 | -1.7 | . | -1 | 0 | 2.0 | 3
Cc1ccc(S(=O)(=O)N2CC3(O)CN(C(=O)OC(C)C)N(C(=O)OC(C)C)CC3(OC(=O)NC3CC3)C2)cc1 (stereo not drawn) | . | -0.2 | -0.2 | . | . | -7 | -1 | . | .
COc1ccc(/C=C/C(=O)c2cc(F)ccc2OC(=O)c2ccccc2)cc1OC | 10 | . | 7.5 | i | 11 | -7 | 5 | -0.4 | 25
O=C(NCc1ccccc1C(F)(F)F)C12CN(Cc3ccccc3)CC1C(c1ccc([N+](=O)[O-])cc1)=NO2 (stereo not drawn) | 6 | -0.6 | -0.6 | i | 25 | 1 | -10 | 1.0 | 30
COC(=O)c1ccccc1S(=O)(=O)NNC(=O)C12CC3CC(CC(C3)C1)C2 | . | 0.2 | 1.7 | i | -3 | -5 | 2 | 0.8 | -5
COc1ccccc1/C=N/NC(=O)CC(=O)Nc1ccc(Cl)c(Cl)c1 | 8 | . | 0.9 | -0.3 | . | -1 | -6 | -0.1 | -2
CC(C)(C)N1Cc2ccccc2C1=N | 1 | . | 0.7 | i | 3 | -2 | 6 | -0.1 | -7
O=C(NC(=S)Nc1c(Cl)ccc2nsnc12)c1ccccc1F | -2 | 0.8 | 1.8 | -0.3 | -6 | -24 | 1 | -0.4 | -4
CCc1ccccc1OCCOc1ccc(C)cc1OC | 4 | . | 0.1 | 0.7 | -85 | -3 | 0 | -1.2 | 24
CCCCCCSc1ccc(-c2nc3ccccn3c2NCCCC)cc1 | . | 0.0 | -1.0 | -0.6 | -20 | 5 | -6 | 324* | 24
CCOc1ccccc1NC(=O)COc1coc(CN2CCc3ccccc32)cc1=O | . | 3.3 | 1.3 | -2.1 | 12 | 3 | 0 | 3.9 | 37
COc1ccc(CC2(CO)CCN(Cc3cccnc3)CC2)cc1 | -1 | 1.7 | -0.6 | -0.2 | -15 | -9 | -9 | -1.2 | 4
O=C(CCCN1C(=O)S/C(=C/c2ccccc2)C1=S)Nc1ccc(C(=O)O)cc1 | 9 | 1.6 | -1.5 | i | -6 | 4 | -1 | -1.3 | 23
COc1ccccc1-c1ccc(Nc2cccc(C(C)=O)c2)nn1 | 0 | 4.3 | -0.1 | -0.2 | -8 | 3 | 0 | 0.0 | 4
CSc1cc(-c2ccccc2)n(Cc2ccccc2Cl)c(=O)c1C#N | 2 | . | 0.0 | -2.2 | 12 | -6 | -2 | -0.4 | 3
Cn1c(=O)c2c(nc(OCCc3ccccc3)n2C)n(C)c1=O | -1 | 1.8 | 0.4 | -0.6 | -7 | -1 | 3 | -0.9 | -10
C[C@@H]1ON(C)[C@H]2C[C@H]3c4[nH]c5ccccc5c4CCN3C(=O)[C@@H]12 | . | -0.3 | 0.4 | 0.8 | . | 4 | 6 | . | 6
O=C(OCC(=O)N1CCOCC1)c1ccc(Cl)c(S(=O)(=O)N2CCc3ccccc32)c1 | . | 2.5 | 0.5 | . | -3 | 6 | -7 | 2.6 | 30
Cc1ccc(CNC(=O)Cn2cccc2C(=O)c2ccccc2)cc1 | -4 | . | 1.3 | i | -14 | 5 | -2 | -1.8 | 20
CC(C)(C)[C@H]1C=C(C(=O)N2CCOCC2)O[C@@H](OCCCCO)C1 | 4 | -0.2&1.2 | -0.8 | 0.2 | 2 | 5 | -5 | -2.0 | 10

Brought forward from above: 4 entries; new compounds follow.
SMILES | SARS 3CLpro inh | TcdB GH inh | BoNT-A LC inh2 | Vc quorum ag | SSB-PriA inh | PrPC TRFRET | Anthrax LF inh2 | PfHsp40 rescue | Yp Topo-I inh
C[C@@H]1ON(C)[C@H]2C[C@H]3c4[nH]c5ccccc5c4CCN3C(=O)[C@@H]12 | . | -0.3 | 0.4 | 0.8 | . | 4 | 6 | . | 6
O=C(OCC(=O)N1CCOCC1)c1ccc(Cl)c(S(=O)(=O)N2CCc3ccccc32)c1 | . | 2.5 | 0.5 | . | -3 | 6 | -7 | 2.6 | 30
Cc1ccc(CNC(=O)Cn2cccc2C(=O)c2ccccc2)cc1 | -4 | . | 1.3 | i | -14 | 5 | -2 | -1.8 | 20
CC(C)(C)[C@H]1C=C(C(=O)N2CCOCC2)O[C@@H](OCCCCO)C1 | 4 | -0.2&1.2 | -0.8 | 0.2 | 2 | 5 | -5 | -2.0 | 10
COc1ccc(CN(Cc2ccc(OC)cc2)S(=O)(=O)c2ccc(-n3cnnn3)c(C)c2)cc1 | 0 | . | 0.1 | -1.5 | -2 | -7 | -11 | 3.6 | 37
NC(=O)c1cc(-c2csc(-c3cccnc3)n2)ccc1O | 0 | 5.2 | -3.5 | -0.1 | -5 | -8 | 0 | -0.2 | 3
Cn1nc(-c2ccccc2)cc1NC(=O)Nc1ccc(C(C)(C)C)cc1 | 5 | -0.3 | 0.2 | -0.3 | -1 | 10 | -3 | -0.1 | -14
O=C(N/N=C\c1ccc(-c2ccc(Cl)c(Cl)c2)o1)C(=O)N1CCCC1 | 0 | . | 0.5 | . | . | -3 | -3 | 0.2 | 3
O=C(O)c1ccccc1N=N/C(=N/Nc1cc(S(=O)(=O)O)ccc1O)c1ccccc1 | . | 1.0 | -0.3 | i | . | -7 | 1 | 0.3 | -10
CCCn1cccc(C(=O)Nc2ccc(OC)cc2)c1=O | 4 | -0.8 | -0.3 | -0.2 | -18 | 0 | 9 | . | 2
CCOc1ccc2oc(C(=O)NCC(C)(C)CN(C)C)c(C)c2c1 | 2 | 0.9 | -1.7 | i | -5 | -1 | -3 | -0.4 | -10
CCN(CC)CCNC(=O)Cn1nc(Cc2cccnc2)c2ccccc2c1=O | -5 | -4.8 | 0.3 | i | -7 | 1 | 0 | 0.0 | -13
CCCCN(C)C1CCN(C(=S)Nc2ccc(OC)cc2)CC1 | 4 | -0.6 | 1.0 | -2.2 | -8 | -2 | -11 | -0.8 | 0
Cc1ccc(C(=O)NCCc2nnc3ccc(NCc4ccc5c(c4)OCO5)nn23)cc1 | -2 | -0.6 | 3.0 | -0.7 | -4 | 4 | 0 | 0.2 | 29
CSc1ncc(Cl)c(C(=O)Nc2ccccc2[N+](=O)[O-])n1 | -2 | 1.5 | -3.6 | -0.4 | 10 | -6 | 7 | -0.6 | 3
Fc1ccc(NC(=S)Nc2ccc3nccnc3c2)cc1 | -5 | 6.2 | 0.0 | -0.4 | 45* | -4 | -2 | 0.7 | -11
N#C/C(=C/c1ccc(-c2cccc([N+](=O)[O-])c2)o1)C(=O)Nc1nc(-c2cccs2)cs1 | . | 1.2 | 0.3 | -0.9 | 4 | -3 | 1 | 1.4 | -3
C[C@@H]1CN([C@@H](C)CO)C(=O)CCCn2nncc2CO[C@@H]1CN(C)C(=O)Nc1ccc2c(c1)OCO2 | . | -0.1&0.2&-1.0 | 0.0 | -0.6 | . | 8 | 1 | . | -3
CNS(=O)(=O)c1cc(OC)ccc1OC | 2 | . | -0.5 | 5.0 | -12 | -1 | 3 | -0.8 | -3
COc1ccc(C(=O)NC2CCCCCC2)cc1OC1CCN(C(C)=O)CC1 | -2 | 1.9 | 1.6 | -0.4 | -7 | -3 | -2 | -0.8 | -5
CC1(C)C(c2ccccc2)=NC(c2cccnc2)N1O (stereo not drawn) | 2 | . | ? | -3.8 | -7 | -2 | 0 | 0.6 | -8
CCC(C)c1ccc(OCC(=O)Nc2ccc(Cl)cn2)cc1 (stereo not drawn) | 2 | . | -1.3 | . | -3 | 6 | -8 | 0.4 | -2
O=P(O)(CCc1ccccn1)CN1CCOCC1 | 1 | . | -0.1 | -5.3 | -5 | -4 | -4 | 0.6 | -1
Cc1cc(C)n(C(=O)CCCn2nc(C)c([N+](=O)[O-])c2C)n1 | 6 | 5.3 | 0.1 | -0.1 | -5 | 8 | -4 | -0.4 | 3

Screening data (PubChem)
